Sm TGR inh: qHTS Assay for the Inhibitors of Schistosoma Mansoni Peroxiredoxins; 3% of 360,000 active; Potency, µM (titrated, usually from 114 µM), inactives show top-dose activity change, negative = inhibition, actives largely listed as inhibitors; Schistosoma mansoni thioredoxin glutathione reductase (TGR), Q962Y6; purified TGR, DTNB reduction, TNB absorbance 405 nm; also: nearly all actives have a fitted effect of over 60% in size
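TGR 20 nM + NADPH 100 uM (dispensed conc.), cpd preinc 15 min RT; start with NADPH (500 uM addition) then DTNB (15 mM addition). Kinetic TNB absorbance, 405 nm filter. Four-parameter Hill fit across titration.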
Pf growth 48h: Primary qHTS for delayed death inhibitors of the malarial parasite plastid, 48 hour incubation; P. falciparum luciferase growth in erythrocytes, 48 h; Potency, µM (titrated, usually from 28.7 µM), for the others: at the top dose activity change, negative = inhibition, usual class: inhibitors; 5.9% of 310,000 active
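Luminescence readout; reporter = integrated firefly luciferase in P. falciparum. RBC culture at 2% hematocrit, 0.1% parasitemia final, 37 C/5% CO2; decreased signal taken as growth inhibition.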
Pf growth 96h: Primary qHTS for delayed death inhibitors of the malarial parasite plastid, 96 hour incubation; 6.9% of 320,000 active; Potency, µM (titrated, usually from 28.7 µM), without a hit: top-dose activity change, negative = inhibition, usual class: inhibitors; P. falciparum luciferase reporter growth, 96 h; AID 504834, 2011
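Two parasite generations (96 h, 37 C, 5% CO2) of compound exposure in infected erythrocytes (0.05% parasitemia, 2% hematocrit). Luciferase-reporter P. falciparum; decreased luminescence indicates inhibited growth, aimed at apicoplast-acting delayed death.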
HCV inh: qHTS Assay for Inhibitors of Hepatitis C Virus (HCV); 3.4% of 340,000 active; Huh7.5.1 HCVcc-Cre infection, luciferase reporter, 44 h; Potency, µM (top dose mostly 41.8 µM), for the others: top-dose activity change, negative = inhibition, hits mostly inhibitors
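Antiviral activity was scored by luciferase reporter output from cells infected with HCVcc-Cre (~0.5 moi) in presence of compound, 44 h infection period, cells seeded 1,000/well 4 h prior.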
LmPK inh: qHTS Assay for Inhibitors of Leishmania Mexicana Pyruvate Kinase (LmPK); Q27686; purified LmPK, Kinase-Glo ATP luminescence, 1 h; Potency, µM (doses to about 57.5 µM), without a hit: at the highest dose activity change, negative = inhibition, actives largely listed as inhibitors; 0.37% of 290,000 active; AID 1721, 2009
Target sequence (Q27686 whole entry, looked up): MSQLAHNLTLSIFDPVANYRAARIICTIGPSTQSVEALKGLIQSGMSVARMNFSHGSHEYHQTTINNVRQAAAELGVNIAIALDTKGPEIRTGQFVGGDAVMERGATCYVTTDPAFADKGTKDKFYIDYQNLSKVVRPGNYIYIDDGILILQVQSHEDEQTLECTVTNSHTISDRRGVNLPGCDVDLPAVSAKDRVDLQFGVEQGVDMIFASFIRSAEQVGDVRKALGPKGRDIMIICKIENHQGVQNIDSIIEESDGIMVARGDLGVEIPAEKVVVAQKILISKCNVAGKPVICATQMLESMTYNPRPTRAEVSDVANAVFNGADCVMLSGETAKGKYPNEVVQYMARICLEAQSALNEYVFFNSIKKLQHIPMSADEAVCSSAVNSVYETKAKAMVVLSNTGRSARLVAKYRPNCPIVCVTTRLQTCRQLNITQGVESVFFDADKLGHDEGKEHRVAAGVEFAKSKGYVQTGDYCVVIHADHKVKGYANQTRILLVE
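qHTS format; LmPK 0.1 nM; substrates PEP 0.5 mM and ADP 0.1 mM. One-hour room-temperature incubation, then coupled luciferase luminescence; 0.5 nM enzyme wells mark activation.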
TbPYK inhibitor: qHTS of Trypanosoma Brucei Inhibitors | Potency, µM (highest dose often 76.8 µM), for the others: at the top dose activity, negative = inhibition, actives largely listed as inhibitors | TbPYK enzyme, Kinase-Glo Plus ATP luminescence, 45 min | 0.12% of 410,000 active; also: nearly all actives have a fitted effect of over 50% in size
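Enzyme and substrate buffer are dispensed first and compound is pin-transferred. ADP at 130 uM final then starts the reaction, which runs 45 min at room temperature. Detection reagent is added for 10 min before luminescence is imaged.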
* hit, by the source's call; ? = inconclusive; / = not tested or not shown; [ ] = another dose, or the depositor's remark. Calls follow the shape of the dose curve; as a rule, active = well fitted curve in the direction sought with a large enough effect; inconclusive = small, poorly fitted or top-dose-only effect, or another doubt; inactive = no such curve, though single readings can be large; an effect the other way counts as inactive or inconclusive. % is scaled to controls: 0 for no effect and ±100 for the full control effect; potency is read from the fitted curve at half-maximal effect.

SMILES	Sm TGR inh	Pf growth 48h	Pf growth 96h	HCV inh	LmPK inh	TbPYK inhibitor
C#CCOCCOCCOCCNc1nc(N2CCN(C(=O)CCCCCCCCCCNC(=O)[C@@H](CCSC)n3cc(CCO)nn3)CC2)nc(N2CCN(C(=O)CCCCCCCCCCNC(=O)[C@@H]([C@H](C)O)n3cc(C)nn3)CC2)n1	-24%	0.15µM*	0.17µM*	-13%	/	-6%
COc1cc(NC(=O)CN2C(=O)NC(c3ccccc3)(c3ccccc3)C2=O)cc(OC)c1	12%	?	12%	-16%	-3%	4%
Cc1cc(Cl)ccc1OCCCC(=O)NO	?	?	/	7.1µM*	4%	12%
Cc1ccc(S(=O)(=O)N2CCN(CC(=O)N/N=C\c3ccccn3)CC2)cc1	9%	-17%	-15%	3%	-1%	-5%
COc1cc(CCC(=O)Nc2c(C(=O)N3CCN(c4ccccc4OC)CC3)oc3ccccc23)on1	1%	?	?	?	-9%	0%
O=C(Oc1ccc(Br)cc1C(=S)N1CCCCC1)c1cc([N+](=O)[O-])cc([N+](=O)[O-])c1	-16%	?	/	1%	-4%	-6%
C/C(=N/NC(=O)c1cc(O)c(O)c(O)c1)c1ccc([N+](=O)[O-])cc1	?	9.3µM*	33%[activator]	-20%	-11%	19%
CCOc1ccc(C2C(C(=O)Nc3cc(C)on3)c3ccccc3C(=O)N2CCN2CCOCC2)cc1 (centres undefined)	5%	-16%	?	8%	0%	-2%
O=C(NNC(=O)c1ccccc1O)c1cccc(Br)c1	-18%	82%[activator]	3%	?	5%	-1%
O=C1C2C(C(=O)N1/N=C/c1ccc(N3CCCCC3)o1)C1C=CC2C12CC2 (centres undefined)	4µM*	-2%	?	5%	-9%	25µM*
N#Cc1c(Cl)nc(-c2cccnc2)nc1-c1ccccc1	?	1%	6%	/	0%	/
CCC(Sc1ccc2nnc(-c3cccnc3)n2n1)C(=O)OC (centres undefined)	-2%	-14%	?	-3%	7%	-3%
O=C(CCn1c(=O)[nH]c2ccsc2c1=O)Nc1ccc(F)c(F)c1	8%	29%	-73%	3%	0%	1%
COc1ccc(OC)c(NC(=O)C2CC(=O)N(c3ccccc3)C2)c1 (centres undefined)	-3%	-2%	/	3%	1%	3%
Cc1cc(NC(=O)COC(=O)c2c(C)nn(-c3ccccc3)c2C)no1	3%	-7%	-25%	-29%	-1%	-11%
Cc1ccc(CNC(=O)C23CN(Cc4ccccc4)CC2C(c2cccc([N+](=O)[O-])c2)=NO3)cc1 (centres undefined)	-1%	10µM*	?	-20%	-3%	2%
CNS(=O)(=O)c1cccc(C(=O)OCC(=O)N(CCC#N)c2ccccc2)c1	2%	-14%	1%	6%	10%	-7%
COc1ccccc1NC(=O)c1c(Nc2ccccc2C)sc(C(=O)Nc2cccc(Cl)c2)c1N	4%	?	10µM*	13µM*	-2%	-6%
CCSc1nnc(NC(=O)C2CC=CCC2C(=O)O)s1 (centres undefined)	5%	8%	70%[activator]	18%	-1%	-5%
O=C(O)C1CC=CCC1C(=O)NC12CC3CC(CC(C3)C1)C2 (centres undefined)	5%	3%	/	9%	1%	1%
CCOc1ccc(-c2cc(C(=O)O)c3ccccc3n2)cc1	-20%	2%	/	-4%	-10%	4%
CCCC(NC(=O)c1c(C)noc1C)C12CC3CC(CC(C3)C1)C2 (centres undefined)	9%	?	-26%	-9%	2%	-3%
COC(=O)c1ccc(NC(=O)CSc2nnc(-c3ccncc3)n2C)cc1	?	-20%	-5%[5.75 µM]	17%	-4%	-2%
CCCc1cc2nnc(SCC(=O)N(C)C3CCCCC3)n2c(N)n1	-12%	-10%	0%	-7%	-3%	-1%
Cc1c(CCC(=O)NC2CC2)c(=O)oc2cc(O)ccc12	-25%	?	?	-92%	-5%	-4%
COc1ccc(NC(=O)C2CCN(C(=O)Nc3ccc(C)cc3)CC2)cc1OC	-13%	-20%	?	-6%	1%	-17%
CC(C(=O)NC1C=CS(=O)(=O)C1)N1C(=O)/C(=C/c2ccc(Cl)cc2)SC1=S (centres undefined)	-11%	46%[activator]	42%[activator]	-19%	-4%	-3%
Cc1cc(C)nc(-n2ncc3c2CC(c2ccc(C(C)C)cc2)CC3=O)n1 (centres undefined)	-2%	2%	?	18%	3%	6%
COc1ccc(-n2ccnc2SCC(=O)NC2CCCC2)cc1	2%	-7%	-1%	-8%	/	0%
COc1cc2c(cc1NC(=O)COC(=O)[C@@H](NS(=O)(=O)c1ccccc1)C(C)C)oc1ccccc12	1%	14%	53%[activator]	?	2%	0%

Record cards (already shown).
Shown for COc1cc2c(cc1NC(=O)COC(=O)[C@@H](NS(=O)(=O)c1ccccc1)C(C)C)oc1ccccc12 : Sm TGR inh: 1%; Pf growth 48h: 14%; Pf growth 96h: 53%[activator]; HCV inh: ?; LmPK inh: 2%; TbPYK inhibitor: 0%
Shown for O=C(O)C1CC=CCC1C(=O)NC12CC3CC(CC(C3)C1)C2 (centres undefined) : Sm TGR inh: 5%; Pf growth 48h: 3%; Pf growth 96h: /; HCV inh: 9%; LmPK inh: 1%; TbPYK inhibitor: 1%
Shown for CNS(=O)(=O)c1cccc(C(=O)OCC(=O)N(CCC#N)c2ccccc2)c1 : Sm TGR inh: 2%; Pf growth 48h: -14%; Pf growth 96h: 1%; HCV inh: 6%; LmPK inh: 10%; TbPYK inhibitor: -7%

(more compounds)
SMILES	Sm TGR inh	Pf growth 48h	Pf growth 96h	HCV inh	LmPK inh	TbPYK inhibitor
O=C(Oc1ccc2ccccc2c1Cl)N1CCCCCC1	-9%	246%[activator]	3.3µM*	-3%	-10%	0%
COC(=O)CCCC(=O)N1CCCC(N(C)CCc2ccccc2)C1 (centres undefined)	3%	-27%	-13%	11%	-9%	2%
COc1ccc(N(CC(=O)NC2CCCCC2)S(=O)(=O)c2c(C)[nH]c(=O)[nH]c2=O)cc1	0%	/	5.9µM*	14%	6%	2%
O=C(CCNS(=O)(=O)c1ccccc1C(F)(F)F)N1CCN(S(=O)(=O)c2cccc(Cl)c2)CC1	-4%	?	?	9%	/	3%
Cc1cccc(NC(=S)N2CCN(c3ccc(F)cc3)CC2)c1	/	0%	-10%	5%	-1%	0%
O=C(COC(=O)c1oc2ccccc2c1CSc1ccc(Cl)cc1)NC1CCCC1	-8%	-5%	13%	5%	-1%	-15%
Cc1cccc(NC(=O)/C=C/c2cccs2)n1	9%	39%[activator]	88%[activator]	-11%	?	-1%
CN(C)CCN(C(=O)CN1C(=O)c2ccccc2C1=O)c1nc2cc3c(cc2s1)OCCO3	-13%	24%	50%[activator]	13%	/	5%
O=C(NCc1ccncc1)Nc1ccc2c(c1)OCO2	9%	57%[activator]	?	6%	-1%	-2%
COc1cc2c(cc1O)[C@@H]1Cc3ccc(OC)c(O)c3CN1CC2	-16%	12µM*	6.6µM*	2.5µM*	/	-1%
NS(=O)(=O)c1ccc(CCNC(=O)CNC(=O)c2ccccc2F)cc1	-8%	-8%	9%	16%	-2%	1%
CC1CCN(CCOCCSc2ccc(Cl)cc2)CC1	-2%	?	36%[activator][5.75 µM]	?	-6%	-13%
CCCCN(C)C(=O)c1oc2ccc(S(=O)(=O)N3CCCCCC3)cc2c1C	-2%	?	?	/	-3%	-6%
CC1=Nc2cc(Cl)ccc2Oc2ccccc21	17%	15%	2.1µM*	-2%	4%	5%
CC(C)OC(=O)C1C(=O)CC(C)(O)C(C(=O)OC(C)C)C1c1ccccc1 (centres undefined)	0%	?	51%[activator]	10%	-11%	-6%
Cc1cc(C)n2nc(SCCCC(=O)c3ccccc3)nc2n1	-6%	?	?	15%	1%	4%
CCOCCCNC(=O)CN1CCN(Cc2ccc(Cl)cc2)C1=O	0%	0%	19%	3%	0%	1%
COc1ccccc1CNC(=O)[C@@H](NC(=O)C1CCN(C(=O)[C@@H]2CCCN2C(=O)OC(C)(C)C)CC1)C(C)C	-16%	?	?	40%[activator]	-4%	1%
CN(C)c1ccc(NC(=O)c2sc(SCC(=O)Nc3nccs3)nc2N)cc1	-7%	-18%	6%[5.75 µM]	?	3%	-13%
Cc1ccc(NS(=O)(=O)c2cc(C(=O)O)ccc2Cl)c(C)c1	?	5%	/	1%	-3%	2%
COc1ccc2oc(=O)c(/C(C)=N/Nc3ccccc3)cc2c1	45µM*	17%	-21%	-6%	-2%[11.5 µM]	-9%
CCOC(=O)CSc1ccccn1	3%	-3%	18%	12%	2%	-2%
CC1CCN(C(=O)c2ccc(S(=O)(=O)N3CCOCC3)cc2)CC1	0%	26%	67%[activator]	16%	1%	-12%
CCOc1ccc(NC(=O)CCN2C(=O)CSc3ccccc32)cc1	-1%	13%	16%	-7%	/	-11%
CS(=O)(=O)N(CCc1ccccc1)CC(=O)Nc1ccc2c(c1)OCO2	?	3%	0%	-4%	4%	-3%
c1ccc2c(-c3nnc4n3CCCCC4)cc(-c3ccncc3)nc2c1	-1%	15%	33%[activator]	-4%	-1%	36%[activator]
Nc1[nH]ncc1-c1ccc(Cl)cc1	1%	-2%	?	-7%	0%	1%
Cc1nc(-c2nc(C(=O)NNS(C)(=O)=O)cs2)cs1	4%	6%	?	10%	3%	-3%
Cc1ccc(OCC(=O)N/N=C/c2ccncc2)cc1C	5%	?	?	-10%	3%	0%
O=C(c1ccco1)N1CCN(S(=O)(=O)Cc2ccccc2Cl)CC1	32µM*	17%	?	?	6%	-11%
Cc1cnc(C(=O)N2CCCC(C(=O)c3ccc(Cl)cc3C)C2)cn1 (centres undefined)	2%	10%	?	6%	0%	-2%
CS(=O)(=O)CCC(C(=O)OCc1ccc(Br)cc1)N1C(=O)c2ccccc2C1=O (centres undefined)	-10%	-3%	20%	5%	5%	12%
O=C(CCN1c2ccccc2Sc2ccccc21)OCC(=O)N1CCN(C(=O)c2ccco2)CC1	-5%	-5%	?	12%	2%	0%
COC(=O)C(C)N1C(=O)S/C(=C/c2cc(C)n(C(C)C)c2C)C1=O (centres undefined)	3%	73%[activator]	13%[5.75 µM]	10µM*	1%	1%
COc1ccc2c(c1)C(c1cccs1)=NNC(c1ccncc1)=N2	1%	-4%	?	11µM*	1%	-2%
COc1ccc(OC)c(N2Cc3cc(C)c(C)cc3C2)c1	45µM*	2.9µM*	/	22µM*	-4%	-26%
Cc1nn(CCC(=O)NCCc2ccccc2Cl)c(=O)c2nn(-c3ccccc3)c(C)c12	-10%	?	?	-30%	2%	-11%
COc1ccc(C(=O)N2CCN(Cc3ccc4c(c3)OCO4)CC2)cc1[N+](=O)[O-]	-2%	14%	1%	?	-1%	-4%
COc1cc(C(C)=O)ccc1OCC(O)CNCC1(N2CCCCC2)CCCCC1 (centres undefined)	3%	-14%	0%	?	0%	/
CN(CC(=O)Nc1ccc(Cl)c(Cl)c1)C(=O)CN1C(=O)NC2(CCCC2)C1=O	-17%	21%	12%	12%	/	2%
CCOC(=O)c1c(C)n(C)c2ccc(OC)c([N+](=O)[O-])c12	2%	2%	?	-11%	2%	6%
COc1cccc(NC(=O)CCNS(=O)(=O)c2ccc3c(c2)CC(C)N3C(=O)C2CC2)c1 (centres undefined)	18%	1%	51%[activator]	3%	1%	4%

Given in markdown: entries from further up
| canonical_smiles | Sm TGR inh | Pf growth 48h | Pf growth 96h | HCV inh | LmPK inh | TbPYK inhibitor |
| --- | --- | --- | --- | --- | --- | --- |
| COc1ccc(OC)c(N2Cc3cc(C)c(C)cc3C2)c1 | 45µM* | 2.9µM* | / | 22µM* | -4% | -26% |
| Cc1nn(CCC(=O)NCCc2ccccc2Cl)c(=O)c2nn(-c3ccccc3)c(C)c12 | -10% | ? | ? | -30% | 2% | -11% |
